Source: PubChem
Jurkat NFkB inh = lowers PMA/ionomycin-induced NF-kB signal in Jurkat cells; PMA/ionomycin-induced NF-kB luciferase reporter, luminescence; 330,000 tested, 0.53% active; inhibition, % at 4 µM
UBC13 inh = inhibitors of human UBC13 polyubiquitin chain formation; 330,000 tested, 0.47% active; TR-FRET; inhibition, % at 20 µM; in the data active = inhibition above about 45%, passing the limit was not always enough
Target sequence (P61088 whole entry, looked up): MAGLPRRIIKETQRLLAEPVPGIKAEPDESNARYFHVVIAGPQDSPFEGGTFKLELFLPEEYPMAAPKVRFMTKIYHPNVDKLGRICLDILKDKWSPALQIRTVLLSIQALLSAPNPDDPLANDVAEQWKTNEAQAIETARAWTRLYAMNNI
SENP8 inh = SENP8 protease inhibition; 330,000 tested, 1.2% active; inhibition, % at 10 µM; purified SENP8, Z-RLRGG-aminoluciferin cleavage, luminescence; Q96LD8
Target sequence (Q96LD8 whole entry, looked up): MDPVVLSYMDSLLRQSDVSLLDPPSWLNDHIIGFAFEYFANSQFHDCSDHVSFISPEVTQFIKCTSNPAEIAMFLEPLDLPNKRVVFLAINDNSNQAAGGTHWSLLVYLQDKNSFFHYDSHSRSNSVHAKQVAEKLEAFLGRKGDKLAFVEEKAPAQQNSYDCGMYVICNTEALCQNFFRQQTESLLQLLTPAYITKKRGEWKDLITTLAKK
HKDC1 inh = inhibitors of human hexokinase HKDC1; Q2TB90; recombinant HKDC1, G6PDH/diaphorase resazurin coupled fluorescence; inhibition, % at 20 µM; 340,000 tested, 0.16% active;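 active = inhibition above about 35% when tested at 20 µM, limit read from the data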;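 note: plate controls were DMSO wells with enzyme for no effect and DMSO wells lacking enzyme for full effect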
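Assay system: in-house recombinant HK5 (HKDC1) enzyme. Input: HKDC1 at 5 µg/mL. Medium: Tris pH 8.0 buffer with MgCl2, Tween-20, BSA, BME. Dosing: single 20 µM dose. Schedule: 90 min reaction incubation at room temperature, dark. Signal: resazurin-to-resorufin fluorescence via G6PDH and diaphorase coupling, 525/613 nm. Controls: DMSO-enzyme wells negative, buffer-substituted wells positive.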
Apaf-1 inh = human Apaf-1 inhibition. 330,000 tested, 0.71% active. reconstituted apoptosome caspase-3 activity, DEVD-Rh110 fluorescence. inhibition, % at 20 µM. O14727; active = inhibition of at least 40% at 20 µM;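 note: plate controls were DMSO wells for no effect and DEVD-CHO caspase inhibitor wells for full effect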
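Assay system: Apoptosome proteins | Medium: pH 7.5 Hepes buffer with CHAPS, BSA, DTT | Also added: Cytochrome c and DEVD-Rh110 substrate | Times: 30 min plus 50 min, RT | Detection: Rhodamine 110 fluorescence at Ex 480/Em 540 nm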
Gli-Sufu block = Gli-Sufu pathway antagonism; Sufu-KO-LIGHT fibroblasts, Gli luciferase reporter luminescence; AID 588413; 340,000 tested, 0.74% active; inhibition, % at 5 µM;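 active = inhibition above about 55%, limit read from the data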;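 note: 0% = DMSO-treated cells and 100% = wells with medium but no cells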
SENP7 block = SENP7 protease inhibition | 330,000 tested, 1.5% active | recombinant SENP7, Z-RLRGG-aminoluciferin luminescence, 40 min | Q9BQF6 | inhibition, % at 5 µM;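 active = inhibition above about 50% at the single test dose, limit read from the data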;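 note: plate controls were DMSO with enzyme for no effect and no enzyme buffer wells for full effect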
Target sequence (Q9BQF6 706-1050 limits assumed): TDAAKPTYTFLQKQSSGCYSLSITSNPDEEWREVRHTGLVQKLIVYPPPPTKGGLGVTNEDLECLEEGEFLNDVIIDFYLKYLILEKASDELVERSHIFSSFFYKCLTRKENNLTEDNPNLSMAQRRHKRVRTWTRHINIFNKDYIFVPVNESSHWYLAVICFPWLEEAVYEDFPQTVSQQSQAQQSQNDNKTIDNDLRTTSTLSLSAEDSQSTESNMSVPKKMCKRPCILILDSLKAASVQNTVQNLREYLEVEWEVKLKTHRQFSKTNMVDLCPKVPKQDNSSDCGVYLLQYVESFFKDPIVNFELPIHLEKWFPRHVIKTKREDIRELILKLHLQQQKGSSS
697 NFkB inh = inhibitors of the PMA/ionomycin-induced NF-kB reporter in 697 B cells; 330,000 tested, 0.33% active; 697 B-cell NF-kB luciferase reporter, 16 h; inhibition, % at 4 µM; AID 435022; in the data active = inhibition above about 35%
* = called active by the depositor; x = no result given. Cut-off read from the data, not from the text of the source, unless noted: active = inhibition above about 50%; inactive = the rest.

Start of the data: the first 5 entries, ahead of the listing:
SMILES	Jurkat NFkB inh	UBC13 inh	SENP8 inh	HKDC1 inh	Apaf-1 inh	Gli-Sufu block	SENP7 block	697 NFkB inh
Cc1cccc(C(=O)N[C@H](C(=O)NCCc2ccc(Cl)cc2)C(C)C)c1	-1	0	-2	-3	1	-12	-7	18
CC(C)CNC(=O)[C@H]1N2C(=O)c3ccccc3C2SC1(C)C (some centres not stated)	9	-6	3	1	2	x	5	4
CCN1CCN(CCNC(=O)c2ccc(/C=C3\Sc4ccccc4N(Cc4ccccc4F)C3=O)cc2)CC1	-10	38	-2	-12	41*	6	7	6
COc1cccc(C(=O)N2N=C(c3ccccn3)CC2(O)C(F)(F)F)c1 (configuration not stated)	-33	-12	-3	-6	-13	-26	16	-2
CNCC/C=C1/c2ccccc2CSc2ccccc21	-18	15	-8	2	-12	6	-3	4

This part in full (from the top)
SMILES	Jurkat NFkB inh	UBC13 inh	SENP8 inh	HKDC1 inh	Apaf-1 inh	Gli-Sufu block	SENP7 block	697 NFkB inh
Cc1cccc(C(=O)N[C@H](C(=O)NCCc2ccc(Cl)cc2)C(C)C)c1	-1	0	-2	-3	1	-12	-7	18
CC(C)CNC(=O)[C@H]1N2C(=O)c3ccccc3C2SC1(C)C (some centres not stated)	9	-6	3	1	2	x	5	4
CCN1CCN(CCNC(=O)c2ccc(/C=C3\Sc4ccccc4N(Cc4ccccc4F)C3=O)cc2)CC1	-10	38	-2	-12	41*	6	7	6
COc1cccc(C(=O)N2N=C(c3ccccn3)CC2(O)C(F)(F)F)c1 (configuration not stated)	-33	-12	-3	-6	-13	-26	16	-2
CNCC/C=C1/c2ccccc2CSc2ccccc21	-18	15	-8	2	-12	6	-3	4
CC(C)(C)C1CCc2c(sc(NC(=O)c3ccncc3)c2C(N)=O)C1 (configuration not stated)	-41	10	-8	4	12	-50	-2	-64
O=C1NC(=Nc2ccccc2Cl)S/C1=C\c1cccc([N+](=O)[O-])c1	4	-14	-43	7	15	4	0	14
Cc1cc(C)n2nc(C(=O)Nc3ccn(Cc4ccccc4C)n3)cc2n1	-11	21	1	-3	-19	-4	5	10
CCNC(=O)C1(c2ccccc2)CCCC1	0	-3	1	-1	-2	5	4	0
CCCn1c(SCC(=O)N(C)CC(=O)Nc2ccc(C)cc2)n[nH]c1=O	-3	-9	1	2	-1	-2	-4	22
CCCCn1c(N)c(N(CC(C)C)C(=O)c2cnc(C)cn2)c(=O)[nH]c1=O	10	0	2	3	-2	-1	1	4
O=C(Nc1ccccc1F)C1C2C=CC3(O2)C1C(=O)N(c1cccnc1)C3C(=O)NC1CCCCC1 (configuration not stated)	1	-9	-4	-3	2	4	5	8
CCn1c(-c2ccccc2)c(C(=O)CCl)c2ccccc21	5	0	-6	18	7	4	10	-64
COc1cccc(CNc2ccc3[nH]c(=O)[nH]c3c2)c1OCc1ccc(F)cc1	-3	9	-4	23	24	-27	8	-14
COC(=O)[C@H](c1ccccc1Cl)N1CCc2sccc2C1	-3	7	-1	-2	13	0	8	-1
Cn1c(=O)oc2cc(C(=O)c3ccccc3)ccc21	-16	3	-11	5	16	2	4	4
COc1ccc(C2CC(c3cccc(Br)c3)=NN2c2ccc(S(N)(=O)=O)cc2)cc1 (configuration not stated)	x	x	x	15	16	15	9	16
CN(Cc1cccnc1)C(=O)CNC(=O)COc1ccccc1	-21	-2	-5	0	11	-7	-9	9
O=C(NCc1ccncc1)C1COc2ccccc2O1 (configuration not stated)	-8	0	-8	2	-3	7	-1	12
COc1ccc2oc(C(=O)OCC(=O)N3CCN(S(=O)(=O)c4ccccc4)CC3)c(C)c2c1	1	6	3	1	8	2	2	21
CCCC(=O)Nc1ccc(-c2csc(-c3cccnc3)n2)cc1	-20	-5	-14	5	-2	27	-15	-67
O=C(Nn1cnnc1)C(c1ccccc1)c1ccccc1	7	-3	-5	-8	-2	1	8	-1
COc1ccc(NC(=O)Nc2cc(NC(=O)Nc3ccc(OC)cc3)c(C)nc2C)cc1	17	0	7	1	12	-11	0	21
Cc1cccc2cc(C(c3nnnn3C(C)(C)C)N3CCN(C(=O)c4ccco4)CC3)c(=O)[nH]c12 (configuration not stated)	13	-2	-3	8	-11	-3	-3	19
Cc1[nH]c2ccccc2c1/C=N/NC(=O)c1cccs1	-30	-3	-7	-2	-7	-6	4	28
COc1ccc(CCn2c(=N)c(C(=O)NC3CCCC3)cc3c(=O)n4ccccc4nc32)cc1	1	2	3	-4	6	-20	-1	1
CCN(CC)S(=O)(=O)c1ccc(NC(=O)COC(=O)c2c[nH]c(=O)[nH]c2=O)cc1	-1	2	6	-8	-23	3	4	22
O=C(O)CCC(=O)Nc1ccc(N2CCOCC2)cc1	-5	4	1	-6	-15	2	3	12
CC(C)c1ccc(C2c3[nH]c4ccccc4c3C[C@H]3C(=O)N(c4ccccc4C(=O)N4CCC[C@H]4C(=O)O)C(=O)N23)cc1 (some centres not stated)	-8	-29	4	-3	16	0	8	-5
C=CC[C@@H](CC(=O)N(CCO)Cc1ccccc1)C(=O)NCCOC(=O)[C@@H](CC=C)Cc1ccc(F)cc1	-8	-4	-13	1	16	7	-7	-14
CCOc1ccc(NC(=O)CN(C)C(=O)CN2C(=O)NC3(CCCC3)C2=O)cc1OCC	0	-3	-3	0	1	-4	1	2
O=C(Nc1ccc2c(c1)OCCO2)c1cccs1	-108	3	46	-9	-15	-81	72*	-111
CCN(CCO)c1cc(Cl)nc(SC)n1	10	5	4	-8	-5	-1	3	15
Cc1ccc2[nH]c(=O)c(-c3noc(CC(C)C)n3)cc2c1	-10	-1	-9	-1	-8	-2	-9	-10
CCNC(=O)COc1ccc(/C=N/NC(=O)c2cccnc2)cc1OC	6	3	-3	-7	-7	0	-4	4
O=C(Nc1ccc2c(c1)oc1ccccc12)c1ccc(Br)o1	-71	4	21	-1	-9	-49	77*	-57
COc1cccc(/C=C/C(=O)OCC(=O)Nc2cc(C(F)(F)F)ccc2Cl)c1	3	8	-14	-2	13	-3	2	-6
Cc1nc2c(N=Nc3ccccc3F)c(N)nn2c(N)c1C#N	-30	-33	0	-9	4	-32	9	-15
COc1cccc(NC(=O)COC(=O)c2ccccc2C(=O)N(C)c2ccccc2)c1	-2	0	4	-4	3	4	0	10
COc1ccc(COCC(O)CN(Cc2ccccc2)C(C)C)cc1OC (configuration not stated)	-4	-4	-3	3	2	5	5	-5
COC(=O)C1=C(C)N(C2CCCCC2)C(=O)/C1=C\c1cccs1	7	9	0	3	8	11	2	-1
Cc1ccc(Oc2ccc(-c3nc(N)nc(N)n3)cc2)cc1C	-9	2	4	8	8	-1	8	-43
O=C(COC(=O)C1CCC1)Nc1cccc(S(=O)(=O)N2CCOCC2)c1	-6	-6	-11	-1	5	-7	-10	0
CCCCN(Cc1ccccc1)S(=O)(=O)c1cc(Br)cc2c1N(C(C)=O)C(C)C2 (configuration not stated)	4	5	-4	12	18	8	-4	-17
CCOC(=O)c1sc(NC(=O)C(OC(C)=O)c2ccccc2)nc1C (configuration not stated)	2	4	-2	16	9	-15	-1	-13

Whole records as entered above. Screens in order: Jurkat NFkB inh	UBC13 inh	SENP8 inh	HKDC1 inh	Apaf-1 inh	Gli-Sufu block	SENP7 block	697 NFkB inh
O=C(Nc1ccc2c(c1)oc1ccccc12)c1ccc(Br)o1 reads -71	4	21	-1	-9	-49	77*	-57
CCNC(=O)COc1ccc(/C=N/NC(=O)c2cccnc2)cc1OC reads 6	3	-3	-7	-7	0	-4	4

Next structures.
SMILES	Jurkat NFkB inh	UBC13 inh	SENP8 inh	HKDC1 inh	Apaf-1 inh	Gli-Sufu block	SENP7 block	697 NFkB inh
CCN(CC)CCCC(C)NC(=O)c1c(NC(=O)c2ccccc2)sc2c1CCCC2 (configuration not stated)	-35	8	-3	-1	7	39	-12	-39
NS(=O)(=O)c1cccc(NC(=O)COC(=O)Cc2ccc(S(=O)(=O)N3CCCCC3)s2)c1	3	-7	-7	-6	1	-4	0	6
Fc1ccccc1NC(=S)NCCc1cccc(Cl)c1	-42	-2	-3	0	1	43	12	-71
CS(=O)(=O)NCCCCCCNS(C)(=O)=O	16	5	3	-6	1	-4	-1	21
COC(=O)c1ccccc1NC(=O)c1cccc(NC(=O)c2ccc(Br)o2)c1C	-2	4	6	4	9	-11	-7	11
CCOC(=O)CSc1nnc(-c2ccc(NS(=O)(=O)c3ccc(C)cc3)cc2)o1	15	-11	-10	3	19	-30	-3	2
O=C(NNc1ncc(C(F)(F)F)cc1Cl)c1ccc(Cl)c(Cl)c1	-10	2	4	1	-21	6	-2	2
CCOc1ccc(CCNC(=O)c2ccc(CS(=O)Cc3cccc(Cl)c3)o2)cc1 (configuration not stated)	13	-6	-9	1	10	1	-5	-12
O=C(CSc1nnc(-c2ccncc2)o1)Nc1cccc(Cl)c1	-26	1	-16	-5	11	8	-4	-26
CCOC(=O)c1c(-c2ccc(C)o2)csc1NC(=S)NC(=O)N(C)C	5	1	-6	-8	2	12	-10	-3
NC1=NC[C@H](Cc2ccc(O)cc2)N1CCCCC1CCCCC1	79*	73*	2	1	53*	59*	3	41*
COC(=O)c1[nH]c2ccc(F)cc2c1NS(=O)(=O)c1ccc(OC)cc1	66*	-4	-1	-2	8	2	6	-44
N#C/C(=C/c1ccccc1)C(=O)OCC(=O)Nc1ccccc1[N+](=O)[O-]	9	-6	2	0	-9	4	-3	20
CCCn1c(SCC(=O)Nc2nnc(C(C)C)s2)nc2c1c(=O)n(C)c(=O)n2C	4	-4	0	-2	6	3	-3	-7
O=C(NCc1ccccc1F)c1cccc(S(=O)(=O)N2CCCCC2)c1	6	2	4	-5	-2	2	-3	11
Cc1cc(N2CCN(C)CC2)nc2ccc(NC(=S)NCc3cccs3)cc12	-35	28	-7	7	-2	3	-6	-28
O=C1CN(C(=O)COC(=O)[C@@H]2CC(O)CN2S(=O)(=O)c2ccc(Cl)cc2)c2ccccc2N1 (some centres not stated)	-3	-10	11	-5	1	5	-2	-9
CCCNC(=O)c1ccccc1C(=O)NC1(C(=O)NCCC)CCCC1	6	-4	-12	-1	15	2	-7	-1
O=C(COC(=O)c1ccccn1)NCc1ccccc1	-12	6	1	-14	-9	1	6	-3
Cc1n[nH]c(=O)c2c(NC(=O)CSc3ccc(Br)cc3)oc(C)c12	-8	-7	-10	2	0	-12	-1	-36
Cc1cccc2c(C(=O)n3cccn3)cc(-c3ccccc3Cl)nc12	-9	41	-10	-9	11	-3	-4	-10
O=C(O)C1Cc2ccccc2CN1C(=O)c1ccccc1 (configuration not stated)	6	-2	-2	-11	-7	-2	5	10
COCCCNC(=O)/C(C#N)=C/c1cc(C)[nH]c1C	8	-13	-15	0	-4	57*	-8	4
CCN(CC)Cc1c(C(=O)N/N=C/c2ccc(C)o2)nnn1-c1nonc1N	-3	-2	1	-3	8	-9	-6	16
CCOC(=O)CN(C(=O)COc1nc(-c2ccccc2)cc(C)c1C#N)c1ccccc1C	2	7	-1	-3	8	1	6	21
C=CCc1c(N(CC)CC)nc(C)[nH]c1=O	-4	10	2	-3	-7	3	3	9
COc1ccc(C2=C(C)CC(C)(C)NC2=O)cc1OC	-1	6	4	-3	-3	-31	2	-6
CC1COc2ccccc2N1S(=O)(=O)c1ccc(Cl)cc1 (configuration not stated)	14	6	-2	19	13	7	1	14
Cc1cc(-c2ccccc2)nc(=O)[nH]1	-18	-21	-10	-1	2	0	-6	-7
O=C(CNC(=O)c1ccc(Cl)cc1Cl)OCn1nnc2ccccc2c1=O	-2	4	0	-1	5	-6	3	3
Brc1ccc(-c2c(-c3ccsc3)sc3ccccc23)cn1	6	-7	-6	3	11	-12	1	11
Cn1c(=O)cc(SCC(=O)N2CCN(c3ccccn3)CC2)c2ccccc21	-4	11	4	8	4	17	0	33
CCOc1ccc(N2CSC(=S)N(c3ccc(OCC)cc3)C2)cc1	-1	-4	-9	-1	5	0	-4	10
CSc1nnc(-c2ccc([N+](=O)[O-])cc2)o1	2	-5	-3	-9	-6	93*	1	-3
Cn1nc(-c2ccc(C(=O)O)cc2)c2ccccc2c1=O	-2	7	-3	-2	1	2	-2	26
COc1ccccc1OCC(=O)Nc1ccc(S(=O)(=O)N2CCCCCC2)cc1	0	0	-15	-3	21	-1	-10	-11
